Bioassay records deposited in PubChem BioAssay by several laboratories.
KCNQ1 pot = human KCNQ1 channel potentiation or activation | P51787 | CHO-K1 KCNQ1, thallium flux FluxOR fluorescence; active compounds read high | B-score at 10 µM | 0.35% of 310,000 active;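 active = fluorescence ratio B-score, a plate-corrected score, at least three library SD, with initial intensity B-score within 5 SD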
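System: CHO-K1 cells stably expressing KCNQ1 / Medium: assay buffer for compound exposure, DMSO matched across wells / Reagent: thallium- and potassium-containing depolarizing buffer / Compound: one concentration, matched DMSO / Incubation: 20 min compound pretreatment at room temperature / Measured by: kinetic FluxOR fluorescence, 10 s baseline plus 110 s post-stimulus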
hERG protect = shields human hERG channel from block by proarrhythmic agents; activation (rescue from dofetilide block), less the hit threshold, % at 10 µM; 0.51% of 310,000 active; Q12809; CHO-hERG, FluxOR thallium flux, dofetilide IC70 present;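 active = activation above the mean of controls blocked by dofetilide plus 5 SD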;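 note: thallium influx through hERG after potassium depolarization seen as dye fluorescence rise; in these data hits start at about 4.7%; inactives centre near -7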
GSK3B inh = inhibitors of human GSK3beta kinase | P49841 | GST-GSK3beta kinase, ADP-Glo luminescence, 60 min; active compounds read low | activity score (negative = inhibition), % at 10 µM | 0.038% of 300,000 active | AID 2097;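 active = more than half of replicate wells score below -50%, meaning over 50% inhibition versus plate controls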;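 note: 0% = median DMSO wells and -100% = median GW8510 positive control wells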
Target sequence (P49841 whole entry, looked up): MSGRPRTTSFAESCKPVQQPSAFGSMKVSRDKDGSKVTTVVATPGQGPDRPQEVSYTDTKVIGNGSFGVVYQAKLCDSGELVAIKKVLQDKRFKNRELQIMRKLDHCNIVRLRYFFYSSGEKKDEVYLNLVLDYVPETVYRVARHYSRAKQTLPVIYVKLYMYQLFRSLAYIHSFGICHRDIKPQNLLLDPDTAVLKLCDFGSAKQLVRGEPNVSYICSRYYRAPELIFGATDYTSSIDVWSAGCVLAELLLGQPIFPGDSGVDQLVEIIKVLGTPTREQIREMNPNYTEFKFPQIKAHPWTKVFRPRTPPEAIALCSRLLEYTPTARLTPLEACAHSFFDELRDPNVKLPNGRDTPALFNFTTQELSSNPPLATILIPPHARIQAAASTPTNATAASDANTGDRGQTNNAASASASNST
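Test system: GST-fused GSK3beta enzyme, cell-free | Quantity: 1.6 ng GST-GSK3beta enzyme per well | Reagent: 25 µM ATP with peptide substrate | Schedule: 60 min enzyme reaction, room temperature | Signal: Luminescent ADP-Glo measurement of ADP formed | Read-out basis: Score relative to plate controls | Control set: DMSO and 20 µM GW8510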
KCNK3 block = human KCNK3 channel inhibition, primary screen; O14649; CHO-KCNK3 thallium flux, FluxOR fluorescence; active compounds read low; 0.84% of 340,000 active; B-score at 10 µM;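 active = B-score under library mean minus 4 SD, starting fluorescence ratio at most library mean plus 5 SD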;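 note: more negative B-score means stronger inhibition of thallium flux through KCNK3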
DYRK1A inh = blocks rat Dyrk1A kinase activity; Q63470; ADP-Glo luminescence, NFATc1 peptide; inhibition, % at 12.5 µM; 0.43% of 310,000 active; AID 504441; in the data active = inhibition above about 50%;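 note: plate controls were vehicle with enzyme for no effect and no enzyme for full effect; many of its hits are not listed in these tables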
KCNQ1 inh = inhibitors of human KCNQ1 potassium channel; CHO-K1 KCNQ1, FluxOR thallium flux fluorescence; active compounds read high; AID 2642; 1.3% of 310,000 active; B-score at 10 µM;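 active = compounds whose thallium flux B-score, printed positive for inhibition, exceeds three library SD while starting fluorescence stays within three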;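 note: channel opened by potassium depolarization with thallium stimulus after 20 min compound exposure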
PolyA inhibitor = blocks polyadenylation in yeast reporter cells; S. cerevisiae SKY197-pL101 polyadenylation reporter, beta-gal luminescence; efflux-impaired pdr1/pdr3 knockout yeast; score 100 = 6 SD above DMSO; calls only at 12 µM; 0.02% of 300,000 active; AID 1875;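 active = lowest replicate activity score at least 50, where 100 means six control SD above control mean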;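 note: yeast exposed to compound for 9 h at 30 °C; higher score means more reporter readthrough which indicates perturbed polyadenylation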
GSK3A inh = human GSK-3 alpha kinase inhibition | P49840 | AID 2650 | inhibition, % at 10 µM | 0.1% of 320,000 active | ADP-Glo luminescence, 60 min;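 in the data active = inhibition above about 50%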;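 note: GST-tagged GSK-3 alpha with peptide substrate and 25 µM ATP; 0% = DMSO neutral wells and 100% = GW8510 positive control wells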
KCNK9 inh = inhibitors of human KCNK9 two-pore domain potassium channel. Q9NPC2. HEK293 KCNK9, FluxOR thallium flux fluorescence; active compounds read low. B-score at 10 µM. 1.2% of 310,000 active;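 active = ratio B-score over 3 SD below the library mean, with starting fluorescence within 5 SD of its mean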;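 note: negative B-score means less thallium flux so channel inhibition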
Target sequence (Q9NPC2 whole entry, looked up, the tested form may be a part): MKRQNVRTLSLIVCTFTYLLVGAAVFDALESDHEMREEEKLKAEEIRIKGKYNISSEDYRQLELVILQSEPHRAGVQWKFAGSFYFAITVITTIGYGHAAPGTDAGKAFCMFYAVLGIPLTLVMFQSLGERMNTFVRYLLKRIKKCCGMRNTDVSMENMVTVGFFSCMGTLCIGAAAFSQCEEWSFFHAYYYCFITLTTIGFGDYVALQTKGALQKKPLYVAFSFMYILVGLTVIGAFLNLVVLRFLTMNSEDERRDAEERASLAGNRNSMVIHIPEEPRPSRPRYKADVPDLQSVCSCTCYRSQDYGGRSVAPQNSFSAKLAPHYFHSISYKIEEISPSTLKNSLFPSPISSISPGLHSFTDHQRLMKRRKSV
RGS4 block = human RGS4 inhibition; HEK293 M3R/RGS4 inducible, Fluo-4 calcium flux; active compounds read high; triggered by carbachol at its EC20; P49798; B-score at 10 µM; 0.45% of 310,000 active; AID 463165;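 active = B-score, a plate-corrected calcium signal, over three deviations above library mean, with baseline fluorescence within five deviations of library mean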;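 note: RGS4 expression induced by doxycycline in cells with stable M3 receptor; B-score is computed from the integrated fluorescence ratio over baseline after carbachol; higher B-score means a larger calcium signal and so more RGS4 inhibition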
Target sequence (P49798 whole entry, looked up): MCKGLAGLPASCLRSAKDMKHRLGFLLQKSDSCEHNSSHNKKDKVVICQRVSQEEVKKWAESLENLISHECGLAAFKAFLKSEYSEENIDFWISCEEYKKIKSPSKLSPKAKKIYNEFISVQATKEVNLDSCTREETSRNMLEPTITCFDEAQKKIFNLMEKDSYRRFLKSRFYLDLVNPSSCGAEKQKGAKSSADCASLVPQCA
RGS4 pot = RGS4 potentiation or activation; HEK293 M3R/inducible RGS4, carbachol calcium flux Fluo4; active compounds read low; B-score at 10 µM; 0.92% of 310,000 active;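 active = B-score of the integrated calcium signal more than 4 SD below the library mean, with starting fluorescence not abnormally high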;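 note: negative B-score means reduced calcium response which marks RGS4 activation or potentiation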
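Reagent: ECmax carbachol challenge; Test system: M3R-expressing HEK293 line, RGS4 induced by doxycycline; Schedule: overnight RGS4 induction, 30 min dye load 37 °C, 20 min compound RT; Detection: calcium dye Fluo4 fluorescence; Read-out: Agonist-evoked peak-minus-minimum fluorescence over baseline, integrated ratio, B score.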
An asterisk follows results filed as active; i = inactive; nt = no result given. An excerpt; rates above refer to the full screens.

SMILES	KCNQ1 pot	hERG protect	GSK3B inh	KCNK3 block	DYRK1A inh	KCNQ1 inh	PolyA inhibitor	GSK3A inh	KCNK9 inh	RGS4 block	RGS4 pot
CC1CN(C(=O)COC(=O)c2cccs2)CC(C)O1 (stereo not drawn)	i	-8	4	i	2	i	i	-3	i	i	i
CCOC(=O)C1Nc2ccc(C)cc2C2C=CCC12 (stereo not drawn)	i	-8	-2	i	6	i	i	1	i	i	i
COC(=O)N/N=C/c1cc(OC)c(O)c([N+](=O)[O-])c1	i	-6	-2	i	-1	i	i	2	i	i	i
O=C(C1CC1)N1CCc2cc(Br)cc(S(=O)(=O)N3CCN(c4ccccn4)CC3)c21	i	-14	-5	i	3	i	i	-3	i	i	i
CC(=O)C1=C(NC(=O)c2ccc(F)cc2)CC2C1C2(C)C (stereo not drawn)	i	-6	-2	i	1	i	i	-1	i	i	i
Cc1cc(C)nc(SCC(=O)c2ccc(F)cc2)n1	i	-8	nt	i	nt	i	i	0	i	i	i
O=C(c1nnc(Cc2ccc(Cl)cc2)o1)N1CCOCC1	i	-2	3	i	7	i	i	0	i	i	i
COC(=O)c1ccc(NC(=O)CSc2nnc(Cc3cccn3C)n2-c2ccc(F)cc2)cc1	i	-5	2	i	-8	i	i	-3	i	i	i
Cn1c(Br)nc2c1c(=O)n(CC(O)COc1ccccc1)c(=O)n2C (stereo not drawn)	i	-15	2	i	-2	i	i	2	i	i	i
N#CCc1nn2c3c(cnc2c1C#N)C(=O)CCC3	i	-3	-3	i	11	i	i	2	i	i	i
CCOC(=O)c1c(C)[nH]c(C(=O)Nc2ccc(C)c(Cl)c2)c1C	i	-5	5	nt	nt	i	i	0	i	i	i
CCCNC(=O)Nc1ccc(NC(C)=O)cc1	i	-7	-3	i	2	i	i	-4	i	i	i
COc1cc(OC)c(OC)cc1CNCCNC(=O)c1nonc1N	i	-8	1	i	1	i	i	-1	i	i	i
Cc1ccc2c(c1)CCCN2C(=O)c1cccs1	i	-8	4	i	2	i	i	-1	i	i	i
CCC(C)NC(=O)C1CCN(S(=O)(=O)c2cccs2)CC1 (stereo not drawn)	i	-9	-2	i	1	i	i	2	i	i	i
COc1cc(/C=N/N2C(=O)CSC2=S)ccc1O	i	-12	-5	i	52*	i	nt	8	i	i	i
Cc1ccc(C(=O)C(C)[n+]2cccc(C(N)=O)c2)cc1 (stereo not drawn)	i	-15	4	i	-1	i	i	-1	i	i	i
COc1ccc(CCC(=O)Nc2ccc(N3CCOCC3)cc2)cc1	i	-4	0	i	-4	i	i	-3	i	i	i
COc1ccc(NC(=O)CSc2nc3sc(C)c(C)c3c(=O)n2Cc2ccco2)cc1	i	-10	0	i	-12	i	i	-2	i	i	i
O=C(NCCNS(=O)(=O)c1ccccc1)c1ccc([N+](=O)[O-])cc1	i	-9	-3	i	0	i	i	6	i	i	i
COc1ccc(OCC(=O)Nc2c(C)ccc3nsnc23)cc1	i	-8	-2	i	2	i	i	0	i	i	i
Cc1nc2ccccn2c1-c1csc(NCc2ccco2)n1	i	-11	2	i	12	i	i	2	i	i	i
COc1ccc(CNC(=O)CCCn2c(=S)[nH]c3cc4c(cc3c2=O)OCO4)cc1	i	-8	-2	i	-4	i	i	0	i	i	i
CC(=O)c1c(C)nc(-c2ccc(OCC(=O)Nc3cccc(C)c3C)cc2)n1O	i	-13	-6	i	-3	i	i	-2	i	i	i
COc1ccc(-c2cnc(N)nc2-c2ccc(OC)cc2O)cc1	i	-2	-1	i	11	i	i	26	i	i	i
CCOC(=O)N1CCN(C(=O)c2ccc3c(c2)N(Cc2ccc(C)cc2)CCS3)CC1	i	-15	-3	i	5	i	i	1	i	i	i
O=C(NCCCN1CCOCC1)C(=O)NCC1OCCN1S(=O)(=O)c1cc(F)ccc1F (stereo not drawn)	i	-1	-2	i	2	i	i	0	i	i	i
CCOc1ccc(-n2c(C)c(C(=O)O)c3cc(OC)ccc32)cc1	i	-3	2	i	4	i	i	-3	i	i	i
CCCC(C)NC(=O)COC(=O)c1cccc(NS(C)(=O)=O)c1 (stereo not drawn)	i	-10	0	i	7	i	nt	0	i	i	i
CC(O)CNC(=O)C1CCN(Cc2ccc(OCc3ccccc3)cc2)CC1 (stereo not drawn)	i	-11	-2	i	-4	i	i	-2	i	i	i
Cc1ccc(-c2cc(C(F)F)n3ncc(C(=O)N4CCCc5ccccc54)c3n2)cc1	i	-5	1	i	-3	i	i	-4	i	i	i
COc1ccc(CCNC(=O)c2cc(C)oc2C)cc1OC	i	-8	-1	i	-4	i	i	1	i	i	i
Cc1ccc2cc(CN(CCCN3CCOCC3)C(=O)NC3CCCCC3)c(=O)[nH]c2c1C	i	-4	2	i	4	i	i	1	i	i	i
O=C(/C=N/O)NCc1cccnc1	i	2	0	i	-3	i	i	-2	i	i	i
CCCCCCn1c(CN2CCC(C)CC2)nc2c1c(=O)n(C)c(=O)n2C	i	-6	-2	i	-2	i	i	-3	i	i	i
c1ccc(-c2ccc3c(c2)NCCN3)cc1	i	-5	1	i	0	i	i	-2	i	i	i
O=c1c2cc(NC(=S)NC3CCN(Cc4ccccc4)CC3)ccc2nc2n1CCCCC2	i	-19	2	i	1	i	i	-7	i	i	i
CCCCN(c1ccccc1)S(=O)(=O)c1cccc(C(=O)O)c1	i	-15	16	i	-1	i	i	-3	i	i	i
CCc1cc(=O)oc2c3c(cc(OCC(=O)NCc4ccco4)c12)OC(C)(C)CC3	i	-7	3	i	15	i	nt	3	i	i	i
Cc1cc(Cl)c2oc(C(=O)NCCC3CCCCO3)c(C)c2c1 (stereo not drawn)	i	-13	5	i	-1	i	nt	-2	i	i	i
O=C(NCCN1C(=O)S/C(=C\c2ccc(F)cc2)C1=O)C1CCN(S(=O)(=O)c2cccs2)CC1	i	-2	1	i	-3	i	i	-2	i	i	i
O=S(=O)(N1CCOCC1)n1cnc2ccccc21	i	-9	nt	i	5	i	i	-3	i	i	i
O=C(CN1C(=O)CCC1=O)NCC12CC3CC(CC(C3)C1)C2	i	-7	2	i	31	i	i	-3	i	i	i
Cn1c(C(=O)Nc2ccc3c(c2)OCO3)cc2sccc21	i	-12	2	i	8	i	i	7	i	i	i
S=C(NCCc1ccccn1)NC1CC2CCC1C2 (stereo not drawn)	i	-8	2	i	-2	i	i	1	i	i	i
Cc1ccc(S(=O)(=O)c2nc(S(=O)(=O)c3ccccc3)sc2N2CCN(C)CC2)cc1	i	-13	-1	i	2	i	i	nt	i	i	i
CN(Cc1ccon1)C(=O)C1CCC(=O)N(CCc2ccc(Cl)cc2)C1 (stereo not drawn)	i	-10	1	i	-7	i	i	nt	i	i	i
CN(C)C(=O)COc1ccc2ccc(=O)oc2c1	i	-8	-2	i	2	i	i	-1	i	i	i
C=CCN=C1NN=C(c2cc(C)n(CC=C)c2C)CS1	i	-18	1	i	-7	i	i	-5	i	i	i
CCOC(=O)CC(NC(=O)c1cc2cc(Cl)cc(Cl)c2oc1=O)c1cccc([N+](=O)[O-])c1 (stereo not drawn)	i	-4	2	i	-5	i	i	nt	i	i	i
CC(=O)Nc1ccccc1OCC(O)CS(=O)(=O)c1ccc(C(F)(F)F)cn1 (stereo not drawn)	i	-5	8	i	4	i	i	-1	i	i	i
CC(C)(CNC(=O)C1CCCN1C(=O)c1cccs1)N1CCOCC1 (stereo not drawn)	i	-6	-1	i	nt	i	i	-3	i	i	i
Cc1cccc(N2CCN(CCCNC(=O)C3CCCN(c4ncnc5c4nc4n5CCCCC4)C3)CC2C)c1 (stereo not drawn)	i	-15	0	i	0	i	i	1	i	i	i
CCC(=O)Nc1ccc(C(=O)N/N=C/c2ccc([N+](=O)[O-])cc2)cc1	i	-3	1	i	-8	i	i	nt	i	i	i
COc1ccc(N2CCN(C(c3cccs3)C(C)NC(=O)C(=O)N3CCCC3)CC2)cc1 (stereo not drawn)	i	-8	3	i	-6	i	i	-1	i	i	i
CC(=O)c1cccc(NC(=O)Nc2ccc3c(c2)OCO3)c1	i	-14	0	i	5	i	nt	nt	i	i	i
COc1cccc(C2=CC(c3ccc(N(C)C)cc3)n3nnnc3N2)c1 (stereo not drawn)	i	-12	4	i	4	i	i	-3	i	i	i
COc1ccc(-n2c(=O)c3c4c(sc3n3c(=S)[nH]nc23)CCC4)cc1	i	-10	0	i	nt	i	nt	2	i	i	i
CN1CCc2c(sc(NC(=O)c3ccc(S(=O)(=O)N4CCc5ccccc54)cc3)c2C(N)=O)C1	i	-12	1	nt	nt	i	i	-2	i	i	i
COc1ccccc1Nc1nn2c(=O)c3ccc(C(=O)N4CCCCC4)cc3nc2s1	i	-10	1	i	1	i	i	0	i	i	i

Of the compounds above, these have a COOH group.
SMILES	KCNQ1 pot	hERG protect	GSK3B inh	KCNK3 block	DYRK1A inh	KCNQ1 inh	PolyA inhibitor	GSK3A inh	KCNK9 inh	RGS4 block	RGS4 pot
CCOc1ccc(-n2c(C)c(C(=O)O)c3cc(OC)ccc32)cc1	i	-3	2	i	4	i	i	-3	i	i	i
CCCCN(c1ccccc1)S(=O)(=O)c1cccc(C(=O)O)c1	i	-15	16	i	-1	i	i	-3	i	i	i

Going on with the list.
SMILES	KCNQ1 pot	hERG protect	GSK3B inh	KCNK3 block	DYRK1A inh	KCNQ1 inh	PolyA inhibitor	GSK3A inh	KCNK9 inh	RGS4 block	RGS4 pot
COc1ccc(C(=O)OCC2CC(c3ccccc3)N(C)O2)cc1 (stereo not drawn)	i	-18	1	i	9	i	i	-3	i	i	i
O=C(CCC(=O)Nc1ccccc1)NNC(=O)COc1ccccc1	i	-4	0	i	0	i	i	-1	i	i	i
Cc1cccc(CC(Cc2nc3ccccc3[nH]2)c2nc3ccccc3[nH]2)c1 (stereo not drawn)	i	-17	-5	i	-10	i	i	nt	i	i	i
Cc1ccccc1-n1nc2c(c1NC(=O)c1cc3ccccc3o1)CS(=O)(=O)C2	i	-11	0	i	-4	i	i	0	i	i	i
CCCc1[nH][nH]c(=O)c1C(c1ccc(Br)cc1)C(C#N)C#N (stereo not drawn)	i	-12	1	i	0	i	i	4	i	i	i
